CatL inh – blocks human cathepsin L protease activity; purified cathepsin L, fluorogenic substrate, fluorescence; inhibition, %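 (tested at 10 µM)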; 58,000 tested, 0.17% active; AID 460; in the data active means inhibition above about 45%;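 further: 0% = enzyme with no compound and 100% = no enzyme blank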
Target sequence (P07711 114-288 limits assumed): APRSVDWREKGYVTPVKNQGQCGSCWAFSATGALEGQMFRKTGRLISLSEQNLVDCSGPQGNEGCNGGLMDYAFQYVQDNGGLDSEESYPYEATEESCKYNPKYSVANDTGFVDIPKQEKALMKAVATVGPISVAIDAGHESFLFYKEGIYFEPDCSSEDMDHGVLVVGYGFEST
Target sequence (P07711 292-333 limits assumed): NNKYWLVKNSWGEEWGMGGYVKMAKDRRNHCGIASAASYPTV
Cathepsin G inh – blocks human cathepsin G enzyme activity; P08311; purified enzyme, AMC-tetrapeptide fluorescence, pooled mixtures; inhibition, % at 5 µM (by protocol); 62,000 tested, 0.2% active;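 active means inhibition above 20% in each of the two mixture wells holding the compound; inactive means inhibition of 20% or less in either well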;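 further: 0% = enzyme control without mixture and 100% = blank lacking enzyme; strong numbers were not always called active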
Target sequence (P08311 21-244 limits assumed): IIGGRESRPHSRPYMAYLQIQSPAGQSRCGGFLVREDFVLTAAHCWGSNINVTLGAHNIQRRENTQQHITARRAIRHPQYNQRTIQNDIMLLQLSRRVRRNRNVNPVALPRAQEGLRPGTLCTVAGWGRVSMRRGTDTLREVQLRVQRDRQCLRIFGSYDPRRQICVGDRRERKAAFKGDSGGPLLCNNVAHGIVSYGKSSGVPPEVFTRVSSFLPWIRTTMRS
C1s block – blocks human complement C1s protease activity | purified C1s, fluorogenic AMC substrate, pooled mixtures | mean inhibition % of two 10-compound mixtures (stronger effect = higher value), % at 5 µM (by protocol) | 62,000 tested, 0.16% active | AID 538;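 active means inhibition above 20% in each of the two 10-compound mixture wells holding the compound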;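 further: 0% = enzyme wells lacking compound mixture and 100% = no-enzyme blank wells; some compounds called inactive have numbers as strong as hits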
ROCK2 blocker – blocks human Rho kinase 2 activity; O75116; purified ROCK2, Kinase-Glo ATP depletion luminescence; inhibition, % at 6 µM; 60,000 tested, 0.35% active; AID 604;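 active means inhibition above the screen-wide mean inhibition plus 3 SD, cut at about 18% in these data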;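 further: plate controls were DMSO wells for no effect and Y-27632 control wells after no-enzyme background subtraction for full effect; many of its hits are not listed in these tables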
CatB block – inhibitors of human cathepsin B | P07858 | purified cathepsin B, fluorogenic substrate, fluorescence | inhibition, %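 (tested at 10 µM)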 | 63,000 tested, 0.1% active; in the data active means inhibition above about 21%;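 further: 0% = enzyme with no compound and 100% = no enzyme blank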
CatS block – blocks human cathepsin S protease activity; recombinant cathepsin S, AMC dipeptide fluorescence, pooled mixtures; inhibition, %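 (tested at 5 µM per compound within 10-compound mixtures)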; 62,000 tested, 0.06% active; in the data active means inhibition above about 32%, passing the limit was not always enough;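 further: 0% = enzyme without compound and 100% = blank without enzyme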
Target sequence (P25774 115-331 limits assumed): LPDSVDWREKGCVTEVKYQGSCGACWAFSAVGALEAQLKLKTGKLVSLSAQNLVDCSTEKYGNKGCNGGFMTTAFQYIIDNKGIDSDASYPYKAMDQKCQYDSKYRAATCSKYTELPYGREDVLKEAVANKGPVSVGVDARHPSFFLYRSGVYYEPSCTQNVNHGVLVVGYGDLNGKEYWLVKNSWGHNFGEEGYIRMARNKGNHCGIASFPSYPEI
PKA inh – inhibitors of human protein kinase A; P17612; PKA Kemptide phosphorylation, Kinase-Glo ATP luminescence; inhibition, % at 6 µM; 65,000 tested, 0.1% active; AID 524;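 active means inhibition above the screen-wide mean inhibition plus 3 SD, cut at about 21% in these data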; further: many of its hits are not listed in these tables
CatB mix inh – human cathepsin B inhibition by mixtures | P07858 | inhibition, %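 (ten-compound pools at 5 µM per compound and 50 µM total)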 | 62,000 tested, 0.06% active | Purified cathepsin B, AMC dipeptide fluorescence, compound mixtures; in the data active means inhibition above about 22%, passing the limit was not always enough;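 further: 0% = enzyme without compound and 100% = no enzyme blank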
Her2 expr inh – inhibitors of human Her2 kinase expression; SKBR-3 HER2 protein level, AlphaScreen, 18-24 h; stronger effect = lower value; AID 645; HER2 level % of control, % at 10 µM; P04626; 65,000 tested, 0.69% active;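 active means HER2 level under 5% of the carrier-only control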;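 further: 100% = DMSO carrier and 0% = 500 nM PU-H71 HSP90 inhibitor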
* hit, by the source's call; i = inactive; nt = no result given. A portion of the library; count on the stated rates, not on these rows.

SMILES	CatL inh	Cathepsin G inh	C1s block	ROCK2 blocker	CatB block	CatS block	PKA inh	CatB mix inh	Her2 expr inh
Oc1ccccc1C1=Nc2ncnn2C(c2ccccc2)C1 (stereo not given)	5	2	-20	3	5	17	12	2	69
Cc1cc(/C=N/n2cnnc2)c(C)n1-c1cccc(C(=O)O)c1	nt	-6	-13	8	8	16	7	3	111
O=[n+]1cc(-c2ccccc2)n([O-])c2c1CCC2	8	10	6	4	2	1	12	-5	129
Cc1c(C(=O)NC2CC2)oc2ccc(S(=O)(=O)N3CCCCCC3)cc12	-12	-12	-28	nt	-1	1	10	1	nt
CCOC(=O)N1CCN(CC(=O)N2c3ccccc3CC2C)CC1 (stereo not given)	12	8	12	-1	7	9	2	2	131
c1ccc(Cn2nnnc2CN2CCN(Cc3ccc4c(c3)OCO4)CC2)cc1	18	-6	-83	-2	4	3	-2	-1	104
C/C(O)=C(/N=O)C(=O)Nc1ccccc1	30	1	2	9	4	11	13	3	74
Oc1ccccc1CNn1cnnc1	16	nt	nt	3	-2	nt	-2	nt	93
CCOC(=O)CCCCC(=O)c1[nH]c(=O)[nH]c1CSc1nc(-c2ccccc2)c(C#N)c(=O)[nH]1	28	11	17	8	1	17	11	1	99
CCOC(=O)c1ccc(NC(=O)Nc2ccn(C)n2)cc1	-1	4	3	5	-2	0	4	8	80
CCOc1ccccc1N1CCN(Cc2ccc(Br)s2)CC1	nt	-1	-28	2	-2	12	-1	3	74
Cn1cccc1C(C(=O)NC1CCCCC1)N(C(=O)Cc1cccs1)c1ccc2c(c1)OCO2 (stereo not given)	nt	6	-26	7	2	-6	1	2	61
O=C(Cn1nnc(-c2ccccc2-n2cnnn2)n1)c1ccccc1	8	7	1	5	5	14	4	3	94
Cc1cnc(C(=O)OCC(=O)Nc2ccc(Cl)cc2Cl)cn1	-1	0	-1	-2	-2	1	2	6	89
O=C(NCc1ccccc1)C1CC2CCCC(C1)C2=O (stereo not given)	4	9	5	9	3	-2	13	2	90
C[C@]12C[C@H](O)[C@H]3[C@@H](CCC4=CC(=O)CC[C@@]43C)[C@@H]1CC[C@@H]2C(=O)CO	26	7	-12	-2	7	-8	-6	2	105
Cc1ccc(-c2noc(C3CCCN(C(=O)c4ccc(F)cc4F)C3)n2)cc1 (stereo not given)	1	-12	3	-2	3	3	-3	3	48
O=C(NC1CCCCCC1)C1c2ccccc2C(=O)N1C1CC1 (stereo not given)	1	4	2	4	3	-4	4	2	109
CC(C)Cn1cnc2c(c1=O)c1nc3ccccc3nc1n2Cc1ccc2c(c1)OCO2	15	nt	nt	8	-2	nt	2	nt	96
CCCCOC(=O)C1[C@H]2C(=O)N(CCc3ccccc3)C[C@]23C=C[C@H]1O3 (stereo not given in full)	-8	-7	-13	1	2	-4	6	2	98
Cc1cnc(C(=O)OCC(=O)N2CCc3ccccc3C2)cn1	-10	5	6	0	2	3	-1	-3	113
Cc1sc2nc(-c3ccco3)oc(=O)c2c1C	6	11	32*	3	0	2	-1	7	24
Cc1nn2c3c(cnc2c1-c1ccc(Cl)cc1)C(=O)CC(c1ccco1)C3 (stereo not given)	12	11	13	-3	8	12	4	4	26
CCN1CCN(c2nc3c(c(=O)n(C)c(=O)n3C)n2Cc2cccc3ccccc23)CC1	13	4	5	10	4	47	8	7	94
O=C(CSc1ccc(Cl)cc1)c1ccco1	-5	9	4	nt	5	-4	3	3	106
CC(NC(=O)c1noc2c1CCCC2)c1ccccc1 (stereo not given)	0	-2	-4	-2	-4	-3	-2	-3	89
CCCOC(=O)c1ccc(NC(=O)C2CCCO2)cc1 (stereo not given)	-1	5	-6	0	1	6	-4	0	117
CC1(C(=O)NC2CCCCCCC2)CCC(=O)N1Cc1ccco1 (stereo not given)	13	11	15	3	5	8	7	5	118
O=S(=O)(c1ccc(OCC(O)CNCc2ccco2)c(Cl)c1)N1CCOCC1 (stereo not given)	-2	1	3	nt	-2	2	0	3	107
O=c1ccc2cc3c([nH]c4ccc(Br)cc43)oc-2c1O	12	6	-18	5	-4	9	7	3	108
Cc1c(C)c2cc(Cl)c(O)c(CN3CCCC(C)C3)c2oc1=O (stereo not given)	i	nt	nt	5	-36	nt	8	nt	117
Cc1cccc(NC(=O)COc2nsnc2N2CCOCC2)c1	nt	11	16	1	0	-6	8	6	68
O=S(=O)(Nc1nnc(-c2ccccc2)s1)c1ccc(Cl)cc1	105*	8	12	6	7	-1	10	8	83
O=C(CS(=O)(=O)Cc1ccccc1)N1CCc2ccccc2C1	7	11	-64	0	1	7	1	0	118
Oc1ccccc1-c1nc(NCC2CCCO2)c2ccccc2n1 (stereo not given)	-15	21	5	2	2	8	4	-4	85
CN1C(=O)N(C)C2CC1N(C)C(=O)N2C	-1	9	4	7	2	0	8	6	106
Cc1sc2nc(SCC(=O)c3cc(C)n(CC4CCCO4)c3C)n(C(C)C)c(=O)c2c1C (stereo not given)	-4	13	17	3	-4	-4	1	2	66
Cc1cc(C(=O)OCc2nnc(-c3ccccc3)o2)c(C)n1-c1ccccc1	-6	20	6	nt	3	2	5	5	87
O=C(Nc1ccc(C(=O)N2CCOCC2)cc1)c1cccs1	11	8	1	9	-4	5	4	2	126
CCOC(=O)Nc1nnc(-c2cccc(OC)c2)s1	15	4	-6	-14	-3	12	-2	-2	122

Arranged by the number under Her2 expr inh (falling): four of the compounds above.
SMILES	CatL inh	Cathepsin G inh	C1s block	ROCK2 blocker	CatB block	CatS block	PKA inh	CatB mix inh	Her2 expr inh
Cc1c(C)c2cc(Cl)c(O)c(CN3CCCC(C)C3)c2oc1=O (stereo not given)	i	nt	nt	5	-36	nt	8	nt	117
O=S(=O)(Nc1nnc(-c2ccccc2)s1)c1ccc(Cl)cc1	105*	8	12	6	7	-1	10	8	83
Cc1cccc(NC(=O)COc2nsnc2N2CCOCC2)c1	nt	11	16	1	0	-6	8	6	68
Cc1sc2nc(SCC(=O)c3cc(C)n(CC4CCCO4)c3C)n(C(C)C)c(=O)c2c1C (stereo not given)	-4	13	17	3	-4	-4	1	2	66

The listing continues.
SMILES	CatL inh	Cathepsin G inh	C1s block	ROCK2 blocker	CatB block	CatS block	PKA inh	CatB mix inh	Her2 expr inh
Cc1ccc(-n2ncc3c(=O)n(Cc4cccnc4)cnc32)cc1	3	-2	3	4	2	11	4	3	92
CC1CCc2c(sc3ncnc(NCCN4CCOCC4)c23)C1 (stereo not given)	nt	13	34	2	1	8	4	1	108
COc1ccc(C(=O)NC(C(=O)NCc2ccccn2)C(C)C)cc1 (stereo not given)	-8	0	-37	4	6	-4	4	0	81
Cc1ccc(SCc2cn3c(C)csc3n2)cc1	12	-8	3	1	2	14	2	7	85
CC(=O)c1cccc(NC(=O)C2CCCCC2)c1	-3	7	10	4	-1	-6	5	4	122
Cc1nc(NC2=NCN(CCc3ccccc3)CN2)nc2c(C)cccc12	-2	6	0	5	1	-1	2	-1	97
CC(C)CCNC(=O)CN(CCN1CCOCC1)C(=O)Cn1nnc(-c2ccc(F)cc2)n1	10	8	7	nt	5	3	-2	2	95
COc1cc(C(=O)N2CCN(C(=O)c3ccccc3)CC2)cc(OC)c1OC	12	-3	-2	-3	1	11	-4	1	90
COc1cc(NC(=O)C2CCCN(S(=O)(=O)c3cccc4nsnc34)C2)cc(OC)c1 (stereo not given)	19	3	5	0	-3	12	-2	6	77
Cc1c(NC(=O)C2Cc3ccccc3CN2C(=O)c2ccco2)c(=O)n(-c2ccccc2)n1C (stereo not given)	0	14	21*	-1	4	8	-4	4	82
OC(COc1ccc2ccccc2c1Cl)CN1CCOCC1 (stereo not given)	13	-5	-15	6	6	6	12	2	89
CCC(c1nnnn1Cc1ccco1)N(Cc1ccccc1OC)Cc1cc2cc(C)ccc2[nH]c1=O (stereo not given)	22	9	4	-1	6	7	-1	3	50
CCn1c(SCC(=O)N2CCc3ccccc32)nnc1-c1ccncc1	-12	10	4	5	3	1	4	5	91
COCCn1nnnc1C(c1ccccc1Cl)N1CCN(c2ccccc2OC)CC1 (stereo not given)	10	10	5	2	1	-3	13	1	111
CC(C)CNC1=CC(=O)CC(c2ccco2)C1 (stereo not given)	-8	9	9	3	1	0	5	3	97
CCOC(=O)c1cc(-c2nnc(-c3ccc(Oc4ccccc4)cc3)o2)c(C)nc1C	-8	8	-1	4	2	-4	0	-6	77
CC(C)(C)NC(=O)Cn1c(=O)oc2cc(S(=O)(=O)N3CCc4ccccc43)ccc21	-5	-12	-43	-6	1	-8	-2	-2	100
CN(c1ccccc1C(=O)NCc1ccccn1)S(C)(=O)=O	14	0	-21	-1	2	-3	-5	-2	60
CCOC(=O)N1CCC(NC(=O)c2cc(C(=O)Nc3ccc(F)cc3F)ccc2CO)CC1	nt	6	3	6	5	-1	4	2	102
CS(=O)(=O)c1ccc(-c2nn[nH]n2)cc1	9	12	-15	0	5	-15	7	5	126
Clc1cc(Br)ccc1OCCn1ccnc1	-2	7	25	3	5	0	-1	6	83
Cc1cc(C)nc(N2CCC(C(=O)O)CC2)n1	-4	0	-88	1	-1	-9	1	-6	100
O=C(NCc1ccc2c(c1)OCO2)C1CCCN(S(=O)(=O)c2cccc3nonc23)C1 (stereo not given)	22	10	7	nt	0	-1	12	2	64
NC(N)=Nc1nc(CSCC/C(N)=N/S(N)(=O)=O)cs1	-1	-4	-156	-2	1	-15	-4	1	96
COc1ccc(NC(=O)C2CCN(S(=O)(=O)c3cccc4cccnc34)CC2)cc1OC	nt	6	1	6	2	-3	7	3	87
COC(=O)Cc1cc(=O)[nH]c(/N=C(\N)Nc2ccc(C)cc2C)n1	27	0	-76	5	3	-3	9	-8	82
O=C(CNS(=O)(=O)c1ccc(C(=O)N2CCCCC2)cc1)N1CCCCC1	nt	11	17	nt	8	19	-6	5	nt
O=C1CC(c2ccc(F)cc2)Cc2nc(N3CCN(c4ccccc4)CC3)ncc21 (stereo not given)	8	-9	-35	6	5	4	4	1	78
OCc1cn(-c2ccccc2)nc1-c1ccc(-c2nn(-c3ccccc3)cc2CO)cc1	nt	1	7	nt	2	0	3	3	nt
O=C(CCC1CCCCC1=O)c1ccccc1 (stereo not given)	7	-3	4	6	-1	-6	13	0	104
Fc1ccc(CSc2nc3ncccc3[nH]2)cc1	0	-8	-20	1	2	-1	4	-2	80
CCn1c(SCC(=O)Nc2ccc3c(c2)OCO3)nnc1-c1ccccc1O	-15	-3	-50	3	2	-11	-1	-11	47
COc1ccccc1NC(=O)CSc1nnc(C)o1	-6	10	6	nt	0	-1	0	2	68
Cc1cnc(NC(=O)CSc2nc3ccccc3c(=O)[nH]2)s1	-3	1	4	-1	6	10	1	6	107
O=C(O)c1ccc(CN2C(=O)c3ccccc3S2(=O)=O)cc1	nt	0	-1	1	-1	0	-2	-2	101
Cc1cccc(Nc2nc(N)nc(CN3CCN(c4ccc(F)cc4)CC3)n2)c1	9	1	0	5	0	16	-1	6	90
CCOc1ccccc1C(=O)NC1CC2CCCC(C1)N2Cc1nnnn1Cc1ccco1 (stereo not given)	-11	-2	2	-1	-3	-4	-2	4	89
CCOC(=O)N1CCC(Nc2cccc(SC)c2)CC1	nt	nt	0	4	nt	nt	7	nt	75
Oc1cccc(C(=S)N2CCN(Cc3ccccc3)CC2)c1	-3	12	28	7	3	-6	5	6	189
O=C(CSc1nc2ccccc2c(=O)n1CC1CCCO1)NCC1CCCO1 (stereo not given)	8	10	2	4	1	3	9	3	86
CC(C)Cn1c(N)c(C(=O)COC(=O)C2=COCCO2)c(=O)n(C)c1=O	-3	11	10	7	0	-1	8	5	118
C=CCNC1=C(Cl)C(=O)N(c2ccccc2Cl)C1=O	-3	-2	-2	2	-5	1	5	3	81
COc1cc(C(=S)N2CCC(C(N)=O)CC2)ccc1O	nt	1	-1	5	0	0	10	2	87
CC(C)c1nc(=S)n(-c2ccccc2)[nH]1	-2	10	12	-5	2	-3	-6	4	83
